Assay outcomes: PubChem, several laboratories
FadD28 binding: inhibitors of FadD28 bisubstrate probe binding, primary screen, biochemical, fluorescence polarization, single point | inhibition, % at 12.5 µM | Mycobacterium tuberculosis FadD28 fatty-acid-AMP ligase | 0.22% of 360,000 active; in the data active = inhibition above about 8.5%, passing the limit was not always enough; inconclusive = no clear call, values can overlap the other calls
BoNT F protease: BoNT/F light chain protease inhibitors, primary screen, biochemical, flow cytometry, MLPCN library | inhibition, % at 10 µM | AID 588497, 2011 | Botulinum neurotoxin type F light chain protease (Clostridium botulinum) | 0.22% of 360,000 active | Multiplex microsphere protease cleavage assay; in the data active = inhibition above about 35%, passing the limit was not always enough; inconclusive = no clear call, values can overlap the other calls; also: plate controls were buffer without enzyme for full effect and enzyme alone for no effect
FBA Mtb inh: Mtb FBA enzyme inhibitors, primary screen, biochemical, fluorescence, strain H37Rv | purified M. tuberculosis FBA, fluorescence read-out | 2.3% of 360,000 active | Fructose-bisphosphate aldolase (Mycobacterium tuberculosis (strain ATCC 25618 / H37Rv)), … | AID 588726, 2011 | inhibition, % at 1 µM; in the data active = inhibition above about 27%;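 also: 0% = vehicle and 100% = reference inhibitor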
Rv3671c inh: Rv3671c serine protease inhibitors, primary screen, biochemical, fluorescence polarization, M. tuberculosis H37Rv; 0.048% of 320,000 active; P9WHR9; AID 2606, 2010; inhibition, % at 5.96 µM; in the data active = inhibition above about 38%;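 also: extracellular domain of Rv3671c used as enzyme; 0% = enzyme with DMSO and 100% = no enzyme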
Target sequence (P9WHR9 whole entry, looked up, the tested form may be a part): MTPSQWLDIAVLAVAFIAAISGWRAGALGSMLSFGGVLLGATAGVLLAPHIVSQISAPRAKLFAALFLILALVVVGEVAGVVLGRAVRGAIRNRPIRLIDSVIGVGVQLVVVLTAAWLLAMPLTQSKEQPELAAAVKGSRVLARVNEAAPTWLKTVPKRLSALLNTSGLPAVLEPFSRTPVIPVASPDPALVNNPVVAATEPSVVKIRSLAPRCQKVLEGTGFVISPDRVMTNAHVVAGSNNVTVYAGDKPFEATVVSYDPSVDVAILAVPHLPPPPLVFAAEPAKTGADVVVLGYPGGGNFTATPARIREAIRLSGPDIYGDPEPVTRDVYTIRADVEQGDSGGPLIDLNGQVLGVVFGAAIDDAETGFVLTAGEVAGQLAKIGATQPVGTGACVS
VHR inh abs: VHR1 phosphatase inhibitors, primary screen, biochemical, absorbance, uHTS | Dual specificity protein phosphatase 3 (Homo sapiens), P51452 | recombinant VHR phosphatase, pNPP absorbance | 0.52% of 290,000 active | AID 1654, 2009 | inhibition, % at 13.3 µM; in the data active = inhibition above about 50%; also: some compounds called inactive have numbers as strong as hits
Target sequence (P51452 whole entry, looked up): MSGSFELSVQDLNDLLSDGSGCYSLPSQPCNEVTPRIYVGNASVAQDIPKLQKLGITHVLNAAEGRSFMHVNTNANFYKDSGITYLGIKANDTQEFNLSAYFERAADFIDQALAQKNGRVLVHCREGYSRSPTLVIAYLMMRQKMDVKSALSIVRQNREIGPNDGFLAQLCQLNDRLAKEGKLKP
CCHF vOTU inh: CCHFV vOTU protease inhibitors, primary screen, biochemical, Pep-AMC substrate, fluorescence. AID 651958, 2012. inhibition, % at 11.5 µM. 0.55% of 370,000 active. Crimean-Congo hemorrhagic fever virus L polyprotein viral ovarian tumor (vOTU) protease …; also: 0% = vehicle wells with enzyme and 100% = no enzyme wells
MazEF act: activators of E. coli MazEF toxin-antitoxin RNase, primary screen, biochemical, fluorescence, uHTS; FAM/BHQ RNA-DNA oligo cleavage fluorescence, 5 h; activation, % at 20 µM; 0.32% of 350,000 active; in the data active = activation above about 50%
Target sequence (P0AE70 whole entry, looked up): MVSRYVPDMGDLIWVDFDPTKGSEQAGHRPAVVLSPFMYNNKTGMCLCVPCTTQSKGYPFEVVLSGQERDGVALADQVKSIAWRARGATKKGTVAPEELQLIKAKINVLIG
Mtb UGM inh: M. tuberculosis UGM enzyme inhibitors, primary screen, biochemical, fluorescence polarization, single point; inhibition, % at 10 µM; AID 504406, 2011; UDP-galactopyranose mutase (Mycobacterium tuberculosis (strain ATCC 25618 / H37Rv)), …; purified UGM, fluorescence polarization probe displacement; 0.06% of 320,000 active; in the data active = inhibition above about 10%, passing the limit was not always enough; inconclusive = no clear call, values can overlap the other calls
Target sequence (P9WIQ1 whole entry, looked up): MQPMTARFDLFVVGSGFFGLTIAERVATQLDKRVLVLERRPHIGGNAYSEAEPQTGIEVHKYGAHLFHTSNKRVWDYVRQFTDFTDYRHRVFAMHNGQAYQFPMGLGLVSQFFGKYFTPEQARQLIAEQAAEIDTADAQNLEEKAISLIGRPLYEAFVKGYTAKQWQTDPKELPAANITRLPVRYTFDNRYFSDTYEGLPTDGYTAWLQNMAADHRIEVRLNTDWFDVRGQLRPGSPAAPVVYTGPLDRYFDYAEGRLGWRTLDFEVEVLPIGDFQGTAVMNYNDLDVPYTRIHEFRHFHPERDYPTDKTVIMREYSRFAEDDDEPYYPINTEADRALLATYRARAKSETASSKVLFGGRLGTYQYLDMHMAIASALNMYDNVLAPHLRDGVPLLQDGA
Mtb BioA inh: M. tuberculosis BioA enzyme inhibitors, primary screen, biochemical, plate reader, single point, HTS | purified M. tuberculosis BioA enzyme | inhibition, % at 9.99 µM | 0.096% of 360,000 active | AID 602481, 2012; in the data active = inhibition above about 40%; inconclusive = no clear call, values can overlap the other calls
GDH-TPI counter: GDH-TPI coupling enzyme inhibitors, primary screen, artefact control for M. tuberculosis FBA inhibitor project, biochemical, absorbance, full deck | AID 588335, 2011 | inhibition, % at 4.8 µM | GDH-TPI coupled enzyme counterscreen, NADH absorbance | 1.2% of 360,000 active;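 also: 0% = DMSO wells and 100% = wells lacking the enzyme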
Starred values were filed as active, the others as inactive. Rule as the data show it, unless noted: active = inhibition above about 30%; inactive = the rest.

Oc1ccccc1N1CCN(c2ncnc3scc(-c4ccc(F)cc4)c23)CC1 was read as FadD28 binding -2.1, BoNT F protease -3.5, FBA Mtb inh -0.2, Rv3671c inh -0.2, VHR inh abs -2.4, CCHF vOTU inh 9.3, MazEF act 1.2, Mtb UGM inh 0.8, Mtb BioA inh 0.4 and GDH-TPI counter -6.2.
COc1ccc(S(=O)(=O)NCc2ccccn2)c(C)c1C was read as FadD28 binding -0.2, BoNT F protease inconclusive, FBA Mtb inh -1.1, Rv3671c inh -2.0, VHR inh abs 16.6, CCHF vOTU inh -4.9, MazEF act -8.3, Mtb UGM inh -1.1, Mtb BioA inh -1.7 and GDH-TPI counter -5.5.
Cc1cccc(CNC(=O)C2CCC(=O)N(C3CC3)C2)c1 (stereo not drawn) was read as FadD28 binding -3.3, BoNT F protease -2.5, FBA Mtb inh 0.5, Rv3671c inh 1.5, VHR inh abs 14.5, CCHF vOTU inh -7.5, MazEF act 3.3, Mtb UGM inh -2.6, Mtb BioA inh -0.2 and GDH-TPI counter -1.0.
For O=C(CCn1c(=O)[nH]c2ccccc2c1=O)NCCSCc1ccccc1 the results were FadD28 binding -0.6, BoNT F protease -3.6, FBA Mtb inh 0.6, Rv3671c inh 1.1, VHR inh abs -1.8, CCHF vOTU inh -9.6, MazEF act 1.4, Mtb UGM inh 0.7, Mtb BioA inh 5.0 and GDH-TPI counter -3.1.
For CCC(C)N1CCC(Oc2ccc(C(=O)NCc3ccccn3)cc2)CC1 (stereo not drawn) the results were FadD28 binding -2.9, BoNT F protease 3.7, FBA Mtb inh 0.8, Rv3671c inh -8.3, VHR inh abs 27.9, CCHF vOTU inh -7.0, MazEF act 2.4, Mtb UGM inh 4.4, Mtb BioA inh -2.7 and GDH-TPI counter -5.6.
Cc1cccc(C(=O)O/N=C(\N)c2ccc(Cl)cc2)c1 was read as FadD28 binding 0.8, BoNT F protease 9.0, FBA Mtb inh 1.9, Rv3671c inh -4.6, VHR inh abs 11.3, CCHF vOTU inh -5.7, MazEF act 7.0, Mtb UGM inh -1.4 and GDH-TPI counter 2.9.
Screening O=C(C/C(=N/O)c1ccccc1O)C(F)F returned FadD28 binding 1.3, BoNT F protease -3.1, FBA Mtb inh 1.3, Rv3671c inh -1.2, VHR inh abs 5.0, CCHF vOTU inh 2.7, MazEF act -1.6, Mtb UGM inh 0.9, Mtb BioA inh 1.4 and GDH-TPI counter -2.1.
For CC1CCN(c2c(NCC3CCC(C(=O)NC4CCCCCC4)CC3)c(=O)c2=O)CC1 (stereo not drawn) the results were FadD28 binding -2.8, BoNT F protease -5.3, FBA Mtb inh 2.0, Rv3671c inh 6.5, VHR inh abs -3.6, CCHF vOTU inh -16.6, MazEF act 3.0, Mtb UGM inh 0.8 and GDH-TPI counter -10.1.
For S=C1NC[C@H](CC2CCCCC2)N1CC1CCCCC1 the results were FadD28 binding -1.2, BoNT F protease -11.0, FBA Mtb inh 0.3, Rv3671c inh -3.8, VHR inh abs 6.7, CCHF vOTU inh 13.9, MazEF act -5.8, Mtb UGM inh -2.2, Mtb BioA inh 1.2 and GDH-TPI counter 4.2.
`Cc1ccc(N(CC(=O)NCCSCc2ccco2)S(=O)(=O)c2ccc(F)cc2)cc1` gave FadD28 binding -1.1, BoNT F protease -0.9, FBA Mtb inh -0.1, Rv3671c inh -2.1, VHR inh abs -3.9, CCHF vOTU inh 12.2, MazEF act 1.8, Mtb UGM inh -0.4 and GDH-TPI counter -1.9.
`COc1ccc(NC(=O)COC(=O)c2ccc(F)cc2F)cc1` gave FadD28 binding 0.4, BoNT F protease -7.5, FBA Mtb inh 3.3, Rv3671c inh 7.9, VHR inh abs 25.9, CCHF vOTU inh -7.0, MazEF act 2.9, Mtb UGM inh -1.3, Mtb BioA inh 0.1 and GDH-TPI counter 4.9.
`C=CCn1c(SCC(=O)c2ccc(O)c(O)c2)nnc1-c1ccc(OC)cc1` gave FadD28 binding 0.4, BoNT F protease 1.8, FBA Mtb inh 4.1, Rv3671c inh -1.9, CCHF vOTU inh 16.0, MazEF act -0.7, Mtb UGM inh -0.2, Mtb BioA inh 0.6 and GDH-TPI counter 23.1.
Screening O=C(Nc1ccc(S(=O)(=O)NCc2ccccc2)cc1)Nc1ccc2c(c1)OCO2 returned FadD28 binding 0.3, BoNT F protease -10.2, FBA Mtb inh -2.3, Rv3671c inh -9.5, VHR inh abs -7.5, MazEF act 15.7, Mtb UGM inh 0.0, Mtb BioA inh -1.7 and GDH-TPI counter -1.5.
`Nc1c2c(=O)[nH]c(O)cc2nn1-c1ccccc1` gave FadD28 binding 0.5, BoNT F protease 4.1, FBA Mtb inh 3.6, CCHF vOTU inh 62.8*, MazEF act -0.8, Mtb BioA inh 0.7 and GDH-TPI counter 5.1.
CC1(C)Cc2nc3sc4c(N(CCO)CCO)ncnc4c3cc2CO1 was read as FadD28 binding -4.2, BoNT F protease 13.7, FBA Mtb inh 22.5, Rv3671c inh -0.8, VHR inh abs 1.8, CCHF vOTU inh -16.0, MazEF act -5.2, Mtb UGM inh 1.3, Mtb BioA inh 1.1 and GDH-TPI counter 15.7.
`COc1ccc(N2CCN(C(=O)C3=NNC(=O)CC3)CC2)cc1` gave FadD28 binding -1.4, BoNT F protease -2.0, FBA Mtb inh 2.4, Rv3671c inh -13.1, VHR inh abs -9.9, CCHF vOTU inh 14.3, MazEF act 7.5, Mtb UGM inh 0.6, Mtb BioA inh -0.8 and GDH-TPI counter 4.8.
For COc1ccc(OCC(=O)N/N=C(\C)CC(=O)Nc2cccc([N+](=O)[O-])c2)cc1 the results were FadD28 binding -4.2, BoNT F protease -6.0, FBA Mtb inh -0.5, Rv3671c inh -8.3, VHR inh abs 8.6, CCHF vOTU inh 0.3, MazEF act 2.1, Mtb UGM inh -0.7 and GDH-TPI counter -6.1.
Screening Oc1c(C(c2ccco2)N2CCOCC2)sc2ncnn12 (stereo not drawn) returned FadD28 binding -2.0, BoNT F protease 1.6, FBA Mtb inh 1.8, Rv3671c inh -3.6, VHR inh abs 35.7, CCHF vOTU inh 1.5, MazEF act 4.1, Mtb UGM inh -0.4, Mtb BioA inh -1.5 and GDH-TPI counter 1.3.
Cc1onc(-c2ccccc2)c1C(=O)Nc1nncs1 was read as BoNT F protease -8.3, FBA Mtb inh 3.6, Rv3671c inh -4.7, VHR inh abs 26.0, CCHF vOTU inh 0.7, MazEF act 10.1, Mtb UGM inh -1.1 and GDH-TPI counter 1.5.
Cn1cccc1/C=N/NC(N)=S was read as FadD28 binding -1.4, BoNT F protease -1.4, FBA Mtb inh -6.0, Rv3671c inh 5.9, VHR inh abs 13.4, CCHF vOTU inh 0.4, MazEF act 7.5, Mtb UGM inh -0.6, Mtb BioA inh 0.4 and GDH-TPI counter 19.8.
For Cc1nc(Oc2ccc(Cl)cc2)c2oc3ccccc3c2n1 the results were FadD28 binding -1.1, BoNT F protease -1.0, FBA Mtb inh -0.1, Rv3671c inh -5.5, VHR inh abs -2.0, CCHF vOTU inh -2.9, MazEF act -3.1, Mtb UGM inh 0.2, Mtb BioA inh -1.7 and GDH-TPI counter -1.9.
For CCn1ccnc1CN(C)Cc1cn(-c2cccc(C)c2)nc1-c1cccc(F)c1 the results were FadD28 binding -2.4, BoNT F protease 9.0, FBA Mtb inh 4.6, Rv3671c inh 3.8, VHR inh abs 8.4, CCHF vOTU inh 7.6, MazEF act 2.5, Mtb UGM inh -3.6, Mtb BioA inh 2.3 and GDH-TPI counter 24.1.
Screening O=[N+]([O-])c1ccc(N=NNc2ccccc2)cc1 returned FadD28 binding -2.9, BoNT F protease -26.4, FBA Mtb inh 77.6*, Rv3671c inh -6.5, VHR inh abs 9.8, MazEF act 5.7, Mtb UGM inh 3.5 and GDH-TPI counter 10.8.
Cc1ccsc1C(=O)N1CCN(c2ncc(C(F)(F)F)cc2Cl)CC1 was read as FadD28 binding -1.6, BoNT F protease -0.3, FBA Mtb inh -2.5, Rv3671c inh 3.8, VHR inh abs -11.3, CCHF vOTU inh 4.5, MazEF act -2.1, Mtb UGM inh 3.4, Mtb BioA inh 2.1 and GDH-TPI counter -3.4.
Screening CCNC(=O)c1ccc(C2SCC(=O)N2CCc2ccccc2)cc1 (stereo not drawn) returned FadD28 binding -3.4, BoNT F protease -7.1, FBA Mtb inh -3.5, Rv3671c inh -6.5, VHR inh abs -1.5, CCHF vOTU inh 5.3, MazEF act -2.2, Mtb UGM inh 0.3 and GDH-TPI counter -1.6.
`CCOc1ccc(C(=O)Nn2cnnc2)cc1OCC` gave FadD28 binding -3.8, BoNT F protease -3.3, FBA Mtb inh -5.4, Rv3671c inh 3.1, VHR inh abs 28.8, CCHF vOTU inh 2.7, MazEF act 0.7, Mtb UGM inh 0.0, Mtb BioA inh -1.1 and GDH-TPI counter -13.9.
`CN(c1ccccc1)C1CCCCC1NS(=O)(=O)c1ccc(Cl)cc1` (stereo not drawn) gave FadD28 binding -0.9, BoNT F protease -7.4, FBA Mtb inh -3.2, Rv3671c inh -22.7, VHR inh abs -4.7, CCHF vOTU inh 0.2, MazEF act -0.1, Mtb UGM inh 0.7 and GDH-TPI counter 13.1.
Screening CC(C)(C)N(Cc1ccccc1)C(=O)COC(=O)[C@@H]1CCCN1C(=O)c1cccs1 returned FadD28 binding -5.8, BoNT F protease -0.6, FBA Mtb inh -2.7, Rv3671c inh 3.1, CCHF vOTU inh -2.3, MazEF act 1.4, Mtb UGM inh 2.5 and GDH-TPI counter -19.4.
Cc1ccc(CN2C3CCCC2CC(NC(=O)c2ccc(F)cc2)C3)cc1 (stereo not drawn) was read as FadD28 binding -3.1, BoNT F protease 10.4, FBA Mtb inh 0.6, Rv3671c inh -9.8, VHR inh abs -8.3, CCHF vOTU inh -0.2, MazEF act -11.0, Mtb UGM inh 0.6, Mtb BioA inh -1.8 and GDH-TPI counter 7.5.
FC(F)(F)c1nnc2ccc(N3CCN(c4ccccc4)CC3)nn12 was read as FadD28 binding -3.0, BoNT F protease 0.6, FBA Mtb inh 0.2, Rv3671c inh -1.2, VHR inh abs 3.6, CCHF vOTU inh -2.7, MazEF act -2.0, Mtb UGM inh -1.4, Mtb BioA inh -0.6 and GDH-TPI counter -1.0.
Screening CCCN(CC(=O)Nc1ccccc1C)C(=O)COC(=O)CSc1ccc([N+](=O)[O-])cc1 returned FadD28 binding -1.1, BoNT F protease -4.1, FBA Mtb inh -0.6, Rv3671c inh -10.9, CCHF vOTU inh 11.2, MazEF act -1.4, Mtb UGM inh 3.5, Mtb BioA inh 0.3 and GDH-TPI counter 5.6.

Some of these compounds in order of number of heavy atoms, lowest first:
`COc1ccc(N2CCN(C(=O)C3=NNC(=O)CC3)CC2)cc1` gave FadD28 binding -1.4, BoNT F protease -2.0, FBA Mtb inh 2.4, Rv3671c inh -13.1, VHR inh abs -9.9, CCHF vOTU inh 14.3, MazEF act 7.5, Mtb UGM inh 0.6, Mtb BioA inh -0.8 and GDH-TPI counter 4.8.
Cc1ccsc1C(=O)N1CCN(c2ncc(C(F)(F)F)cc2Cl)CC1 was read as FadD28 binding -1.6, BoNT F protease -0.3, FBA Mtb inh -2.5, Rv3671c inh 3.8, VHR inh abs -11.3, CCHF vOTU inh 4.5, MazEF act -2.1, Mtb UGM inh 3.4, Mtb BioA inh 2.1 and GDH-TPI counter -3.4.
For COc1ccc(OCC(=O)N/N=C(\C)CC(=O)Nc2cccc([N+](=O)[O-])c2)cc1 the results were FadD28 binding -4.2, BoNT F protease -6.0, FBA Mtb inh -0.5, Rv3671c inh -8.3, VHR inh abs 8.6, CCHF vOTU inh 0.3, MazEF act 2.1, Mtb UGM inh -0.7 and GDH-TPI counter -6.1.
